Screens deposited in PubChem by several laboratories.
Dynein transport: blocks dynein driven cargo transport along microtubules; actives 0.47% (n = 220,000); 3617.4 mouse cells, GR-EGFP nuclear translocation imaging; test concentration mostly 20 µM; stimulated with dexamethasone, 1 µM; hits give low values; z-score, hits read low;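 active = plate z-score of nuclear minus cytoplasmic receptor signal below a set negative limit, without overly bright fluorescence or cell loss, cut at about -3.5 in these data, passing the limit was not always enough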;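 also: z-score of nuclear minus cytoplasmic ring GR-EGFP intensity difference per well; some compounds called inactive have numbers as strong as hits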
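Also added: dexamethasone, 1.0 µM final. Medium: tet-free, stripped-serum medium. Detection: fixed, Hoechst-stained cells imaged at 10x for EGFP. Read-out: nuclear-to-cytoplasmic GR-EGFP distribution per well. Times: induction 48 h, compound 1 h, agonist 30 min.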
b-catenin transl: beta-catenin nuclear translocation modulation; HeLa beta-catenin nuclear translocation, immunofluorescence imaging; nuclear translocation activity, % at 5 µM; actives 0.3% (n = 190,000);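 active = nuclear translocation activity above 50% at 5 µM, with a well cell count of 50 or more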;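 also: per-cell ratio of nuclear to cytoplasmic median beta-catenin stain intensity; plate controls were DMSO negative control for no effect and GSK-3 inhibitor IX positive control for full effect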
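System: Human HeLa cells, endogenous beta-catenin | Compound dosing: 5 µM primary, 0.02–20 µM confirmation | Timing: 24 h compound exposure at 37°C, 5% CO2 | Measured by: Fluorescence imaging of beta-catenin antibody stain plus DAPI | Read-out basis: % activation of per-cell nuclear versus cytoplasmic median beta-catenin signal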
TNAP activators: stimulation of alkaline phosphatase TNAP activity – biochemical, luminescent, no phosphate acceptor, uHTS, primary screen (AID 1001); purified TNAP, luminescent activation assay, no phosphate acceptor; higher activation fold means a stronger effect; actives 0.03% (n = 200,000); activation fold at 20 µM; hits with a dose series show EC50 in µM; in the data active = activation fold from about 3, or a potency from the dose series; inactive = the rest, 99 in 100 with activation fold below about 1.6; also: many of its hits are not listed in these tables
MT stabilizer: microtubule stabilizers in HeLa cells; HeLa tubulin immunostaining HCS, 24 h; share of cells brighter than vehicle mean+2SD; % tubulin-high responders, % at 10 µM; actives 0.83% (n = 200,000); AID 2205;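 active = plate Z-score above 3 for both tubulin-high and condensed-nucleus cell shares, with cell loss under 80%, at 10 µM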;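 also: anti alpha tubulin signal scored within the nucleus-defined area of each cell; some results filed as inactive read as strong as hits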
Hep lipid drop: modulators of hepatic lipid droplet formation. AML12 mouse hepatocytes, oleate lipid droplets, BODIPY imaging. inhibition, % at 6.5 µM. actives 0.4% (n = 240,000). AID 1656;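 active = lipid droplet intensity inhibited by at least 50%, with more than 500 cells counted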
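System: AML12 hepatocytes (mouse). Probe or stimulus: oleic acid at 100 µM to induce lipid droplet formation. Times: overnight treatment with compound plus oleate. Detection: Image-based BODIPY and DAPI two-channel analysis. Evaluation: percent inhibition of filter-corrected integrated lipid droplet intensity per well.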
T cell HTS: T cell immune modulators affecting CD8 T cell-vesicle binding. 2C CD8+ T cell-vesicle binding, flow cytometry; hits give low values. calls only at 7 µM. actives 0.068% (n = 330,000). AID 2052;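 active = response, share of CD8 T cells binding vesicles, and their 90th percentile fluorescence all below set limits, cut at about 80% in these data, passing the limit was not always enough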
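Test system: purified 2C TCR transgenic mouse naive CD8+ T cells. Probe or stimulus: QL9-peptide-loaded Drosophila micro-vesicles bearing Ld, ICAM-1 and B7-1. Incubation: binding step 1.5 h, 37 °C, antibody labelling 20 min, ice. Measured by: flow cytometry of vesicle-bound cells.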
Myeloid diff 2: myeloid differentiation induction | calls only at 10 µM | ER-HoxA9 myeloid progenitors, lysozyme-GFP differentiation, flow cytometry | AID 624256 | actives 1% (n = 360,000);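 active = normalized GFP-positive differentiation at or above the plate's own cutoff, the solvent-only control mean plus 3 SD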;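 also: cells exposed to compound for four days before flow analysis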
Insulin prom up: MIN6 insulin promoter up-regulation; MIN6 insulin promoter-GFP reporter, high-content imaging; hits give high values; actives 0.3% (n = 190,000); z-score at 5 µM;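 active = z-score above 3 at 5 µM with at least 500 cells counted in the well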
human PMI inhibition: inhibitors of human PMI, primary screen, biochemical, fluorescence intensity, coupled assay (AID 1209). purified PMI enzyme, coupled fluorescence intensity; higher % means a stronger effect. one-dose inhibition, % at 20 µM; IC50 in µM for titrated hits. actives 0.42% (n = 190,000); in the data active = inhibition above about 50%;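 also: plate controls were DMSO vehicle for no effect and wells lacking substrate for full effect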
Dynein transport cytoplasmic EGFP: further read-out of Dynein transport, marked with its call; z-score; measured here: cytoplasmic GR-EGFP intensity; hits give high values
Dynein transport nuclear GR-EGFP: also measured in Dynein transport; calls as there; z-score; measured here: nuclear GR-EGFP intensity;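 lower value marks the stronger effect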
Dynein transport cell count: also measured in Dynein transport; calls as there; z-score; measured here: cell count per field
Insulin prom up cell count: also measured in Insulin prom up; calls as there; cell count; measured here: cytotoxicity, nuclei count;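 total cells summed across four imaged fields per well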
Hep lipid drop cells 6.5 µM: recorded beside Hep lipid drop, whose call it bears; cell count; measured here: cell count, cytotoxicity flag;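 cells counted across two imaged fields per well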
b-catenin transl cell count 5 µM: recorded beside b-catenin transl, whose call it bears; cell count; measured here: cell count, cytotoxicity flag
T cell HTS vesicle-bound %: recorded beside T cell HTS, whose call it bears; double positive events, %; measured here: CD8+ vesicle-bound cell fraction;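 binding gate set so that unloaded-vesicle control wells show 10% double positive cells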
MT stabilizer Hoechst-high %: also measured in MT stabilizer; calls as there; % Hoechst-high responders; measured here: nuclear condensation Hoechst responders;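 share of cells brighter than vehicle mean plus two SD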
MT stabilizer cytotoxicity %: second read-out of MT stabilizer, no call of its own (marks repeat the call); toxicity, %; measured here: cytotoxicity by cell density;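 0% = mean cell density of plate MIN control wells and 100% = no cells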
Myeloid diff 2 GFP+ MAC1+ %: further read-out of Myeloid diff 2, marked with its call; GFP+ MAC1+ double positive, %; measured here: differentiation confirmed by MAC1 staining
* = called active by the depositor; i = inactive; nt = no result given.

cpd	molecule	Dynein transport	Dynein transport cytoplasmic EGFP	Dynein transport nuclear GR-EGFP	Dynein transport cell count	b-catenin transl	b-catenin transl cell count 5 µM	TNAP activators	MT stabilizer	MT stabilizer Hoechst-high %	MT stabilizer cytotoxicity %	Hep lipid drop	Hep lipid drop cells 6.5 µM	T cell HTS	T cell HTS vesicle-bound %	Myeloid diff 2	Myeloid diff 2 GFP+ MAC1+ %	Insulin prom up	Insulin prom up cell count	human PMI inhibition
1	O=C(CSc1nc2ccccc2c(=O)n1-c1ccc(Cl)cc1)N/N=C/C=C/c1ccccc1[N+](=O)[O-]	0.12	-0.21	0.23	-0.75	0.8	943	0.9	2.3	1.4	11	-13	656	i	35	i	0.1	-0.22	1233	6%
2	C=CCc1cc(C)cc(C)c1OCCn1cncn1	-0.4	-0.24	0.45	2.1	-0.8	1222	1.1	3.9	3.5	11	-12	694	i	14	i	2.6	0.05	1253	2%
3	COc1ccccc1C(=O)N(Cc1cccs1)C1CCS(=O)(=O)C1 (stereo not drawn)	4.5	-0.12	2.9	-2.3	-1.6	951	1.1	12	1.4	13	nt	nt	i	23	i	0.7	-0.3	1444	-3%
4	O=C(OCCOCCN=C1NS(=O)(=O)c2ccccc21)c1ccncc1	-0.48	-0.21	0.078	0.054	5.4	1127	1.2	4.9	2.0	15	nt	nt	i	35	i	1.1	0.71	1429	2%
5	O=C(NCc1ccccn1)Nc1ccc(Cl)c(Cl)c1	-0.31	-0.16	-0.33	0.016	-1.2	989	1	2.7	2.4	4.7	-4	732	i	32	i	0.6	nt	nt	7%
6	c1ccc2c3c([nH]c2c1)C(C1CCCCC1)N(Cc1ncc[nH]1)CC3 (stereo not drawn)	-0.86	0.0069	-0.29	0.29	-2.4	1025	1.8	3.0	2.7	6.7	-2	720	i	54	i	0.5	-1.2	1378	12%
7	COc1ccc(NS(=O)(=O)c2ccc(C)c(C(=O)O)c2)cc1	-0.39	-0.32	-0.0066	-0.34	0.6	1108	1.1	4.8	3.7	7.4	nt	nt	i	13	i	7.5	0.17	1291	-3%
8	Cc1c(NC(=S)NC(=O)C(C)(C)C)c(=O)n(-c2ccccc2)n1C	-0.68	0.27	-0.38	1.5	0.3	914	1.2	2.7	2.3	0.4	8	645	i	37	i	1.5	nt	nt	39%
9	CCS(=O)(=O)Nc1ccc(-c2nnc(SCC(=O)c3cccc(OC)c3)o2)cc1	2.1	-0.12	1.2	-1.5	0.0	1419	1	2.8	1.4	7.9	nt	nt	i	51	i	0.6	-0.4	1440	-14%
10	COc1ccc(NC(=S)N2CCC(N(C)CC3CCCO3)CC2)cc1Cl (stereo not drawn)	-0.19	-0.24	-0.013	0.64	1.0	1181	1	2.0	1.8	5.0	4	687	i	26	i	0.8	-0.86	1363	11%
11	Cc1ccc(NC(=O)COC(=O)c2ccc([N+](=O)[O-])o2)cc1S(=O)(=O)N1CCCCCC1	-1.7	-0.18	-1.3	1.1	-3.1	1095	1	2.0	1.2	7.7	-3	680	i	23	i	0.1	-0.13	1261	-7%
12	CCOC(=O)COc1nc(-c2ccc(Cl)cc2)cc(-c2ccco2)c1C#N	0.53	-0.21	0.58	-0.27	1.0	1290	nt	nt	nt	nt	-10	716	i	31	i	0.6	-0.38	972	nt
13	COc1ccc(CCN2C(=O)c3ccccc3C2(O)c2ncc[nH]2)cc1OC (stereo not drawn)	-0.36	-0.26	-0.41	-0.022	-1.6	1097	1	4.1	2.5	4.8	15	753	i	28	i	0.7	0.3	1317	2%
14	C=CCSc1nc(C)cc(/C=C\c2ccccc2)c1C#N	-0.28	-0.19	-0.66	0.7	nt	nt	1.1	1.1	2.2	5.6	nt	nt	i	35	i	0.4	nt	nt	-11%
15	CCn1nnnc1SCC(=O)NCc1ccc2c(c1)OCO2	0.51	-0.12	-0.033	-1.1	-4.8	568	1.1	2.3	0.9	0.6	-4	768	i	37	nt	nt	0.25	1203	-12%
16	O=C(Nc1cccs1)Nc1c(F)c(F)c(F)c(F)c1F	-0.54	-0.3	-0.75	0.65	nt	nt	1.2	3.0	3.1	8.9	-35	644	i	45	i	0.3	-0.72	823	-1%
17	COc1ccc(CNC(=O)COC(=O)c2ccccc2C(=O)c2ccccc2)cc1	-0.099	-0.081	0.3	0.68	2.1	1015	1.1	5.3	3.4	9.4	0	669	i	42	i	0.2	-0.31	1155	4%
18	COc1ccccc1CNC(=O)COC(=O)[C@H](Cc1c[nH]c2ccccc12)NC(=O)c1cccs1	-0.11	-0.26	0.35	-0.046	2.2	1090	1	4.0	3.0	8.4	2	720	i	16	i	0.7	0.36	1310	16%
19	Cc1cc(C)n(-c2nc(SCC(=O)O)c3c4c(sc3n2)CCCC4)n1	0.11	0.051	0.088	-0.45	-1.3	1147	nt	nt	nt	nt	0	751	i	41	nt	nt	-0.12	1382	nt
20	CC(C)OC(=O)CSc1nnc(-c2cnccn2)n1Cc1ccco1	1.3	-0.2	0.88	-0.45	-6.1	1220	1	5.0	1.8	0.3	0	727	i	50	i	0.4	0.25	1337	1%
21	COc1ccc(CCN2CC(C(=O)Nc3cccc(C(C)=O)c3)CC2=O)cc1OC (stereo not drawn)	-0.24	-0.18	0.17	0.25	0.7	1064	1.2	0.1	4.0	10	-2	702	i	18	i	0.7	0.09	1155	0%
22	Cc1ccc(SCC(=O)O/N=C(\N)c2ccc([N+](=O)[O-])cc2)cc1	-0.17	-0.18	-0.32	0.63	-1.2	1366	1.1	2.4	0.9	1.9	nt	nt	i	11	i	1.2	-0.13	1689	0%
23	CC(=O)Nc1ccc2c(c1)OCCO2	-0.048	-0.21	0.095	-0.054	0.3	1218	1	2.7	1.3	6.7	nt	nt	i	38	i	2.8	-0.69	1713	2%
24	Nc1ncnc2c1CCC2	-0.025	-0.13	-0.16	0.052	-2.6	889	1.1	2.1	0.9	0.1	nt	nt	i	31	i	0.8	0.41	1182	0%
25	CCOc1ccccc1CN1CCN(Cc2nc3c(s2)CCCC3)CC1CCO (stereo not drawn)	-0.27	-0.19	-0.18	0.058	-0.6	1527	1	2.1	2.3	7.7	-9	729	i	63	i	0.1	nt	nt	nt

Next section, starting with the last 2 of the part before.
cpd	molecule	Dynein transport	Dynein transport cytoplasmic EGFP	Dynein transport nuclear GR-EGFP	Dynein transport cell count	b-catenin transl	b-catenin transl cell count 5 µM	TNAP activators	MT stabilizer	MT stabilizer Hoechst-high %	MT stabilizer cytotoxicity %	Hep lipid drop	Hep lipid drop cells 6.5 µM	T cell HTS	T cell HTS vesicle-bound %	Myeloid diff 2	Myeloid diff 2 GFP+ MAC1+ %	Insulin prom up	Insulin prom up cell count	human PMI inhibition
24	Nc1ncnc2c1CCC2	-0.025	-0.13	-0.16	0.052	-2.6	889	1.1	2.1	0.9	0.1	nt	nt	i	31	i	0.8	0.41	1182	0%
25	CCOc1ccccc1CN1CCN(Cc2nc3c(s2)CCCC3)CC1CCO (stereo not drawn)	-0.27	-0.19	-0.18	0.058	-0.6	1527	1	2.1	2.3	7.7	-9	729	i	63	i	0.1	nt	nt	nt
26	Cc1ccc(OC(=O)c2ccc(S(=O)(=O)N(C)C)cc2)c(-n2nc3ccccc3n2)c1	1.7	-0.17	1.1	-0.34	3.9	1421	1	2.6	2.1	3.9	nt	nt	i	10	i	2.4	0.3	1524	17%
27	CC1=C/C(=C\c2ccc(Br)o2)C(=O)O1	0.012	-0.19	0.18	-0.15	1.3	1064	1.1	4.1	3.0	5.9	-5	678	i	42	i	0.1	nt	nt	-13%
28	COc1nc(-c2ccc(Cl)cc2)ccc1-c1noc(-c2cccs2)n1	-0.35	-0.2	-0.27	-0.017	-1.2	1323	1.1	1.6	2.1	6.7	nt	nt	i	35	i	1.0	-0.21	1761	-5%
29	COc1ccc(CN(C(=O)c2cccs2)C(C(=O)NC2CCCCC2)c2ccc3ncccc3c2)cc1 (stereo not drawn)	-0.11	-0.19	0.28	-0.25	nt	nt	0.9	3.9	1.9	7.8	nt	nt	i	21	nt	nt	nt	nt	4%

Not a hit list. About 3% of those tested had a hit in this group.
